Assay outcomes from PubChem.
LDHA block: LDHA (human) enzyme inhibition | purified LDHA, NADH/diaphorase-resazurin fluorescence; active compounds read low | activity change, % (values are at about 110 or 230 µM) | actives 0.15% (n = 480,000) | AID 1347041; in the data active = activity change below about -30%; inconclusive = mostly about -25% to -30%;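 also: plate controls were DMSO wells for no effect and wells without enzyme for full effect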
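Remaining NADH was detected by diaphorase (0.133 mg/mL) converting 37 µM resazurin to fluorescent resorufin, read at 0 and 20 minutes. The preceding 5-minute room-temperature reaction used 2 nM LDHA, 0.2 mM sodium pyruvate and 0.06 mM NADH at pH 7.4.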
RXFP1 agonist: activates the human relaxin receptor RXFP1 | HEK293T-RXFP1 cAMP TR-FRET, 30 min; response scale: percent of porcine relaxin response, buffer zero | Potency, µM (highest dose often 57.5 µM), without a hit: at the highest dose activation, hits mostly activators | Q9HBX9 | actives 0.3% (n = 370,000) | AID 2676; also: potency is read from the fitted curve at half-maximal effect; % is scaled to controls: 0 for no effect and ±100 for the full control effect; nearly all actives have a fitted effect of over 60% in size; many of its hits are not listed in these tables
Target sequence (Q9HBX9 whole entry, looked up): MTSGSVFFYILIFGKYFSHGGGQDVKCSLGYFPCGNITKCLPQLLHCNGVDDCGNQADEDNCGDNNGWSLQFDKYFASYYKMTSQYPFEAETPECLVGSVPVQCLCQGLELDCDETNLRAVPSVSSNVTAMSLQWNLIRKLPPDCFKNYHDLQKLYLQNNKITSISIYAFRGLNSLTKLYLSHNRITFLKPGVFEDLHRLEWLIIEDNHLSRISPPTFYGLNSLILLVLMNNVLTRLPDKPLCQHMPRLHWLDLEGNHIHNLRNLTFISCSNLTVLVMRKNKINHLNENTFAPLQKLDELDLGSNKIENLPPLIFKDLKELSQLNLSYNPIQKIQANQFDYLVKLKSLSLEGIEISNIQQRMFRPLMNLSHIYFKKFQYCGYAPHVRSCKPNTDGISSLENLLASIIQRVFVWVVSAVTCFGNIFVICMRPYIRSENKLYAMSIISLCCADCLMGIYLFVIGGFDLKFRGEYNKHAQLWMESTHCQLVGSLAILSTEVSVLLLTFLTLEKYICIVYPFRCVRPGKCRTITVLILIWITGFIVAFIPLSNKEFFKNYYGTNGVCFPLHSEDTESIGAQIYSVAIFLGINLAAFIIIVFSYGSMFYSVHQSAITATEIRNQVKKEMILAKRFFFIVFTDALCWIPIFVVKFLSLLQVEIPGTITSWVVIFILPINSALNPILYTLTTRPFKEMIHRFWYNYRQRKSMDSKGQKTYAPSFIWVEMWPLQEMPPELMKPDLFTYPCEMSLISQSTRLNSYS
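HEK293T cells stably expressing RXFP1 were pretreated with the PDE4 inhibitor Ro 20174, exposed to compounds for 30 min at 37C, lysed, and cAMP was read by TR-FRET. Data normalized to buffer (basal) and 29 nM porcine relaxin (100%).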
IDH1 R132H inh: human IDH1 R132H inhibition; AID 602179; Potency, µM (titrated, usually from 76.6 µM), for the others: at the top dose activity change, negative = inhibition, actives largely listed as inhibitors; actives 0.093% (n = 390,000); O75874; IDH1-R132H enzyme, NADPH consumption, diaphorase/resazurin fluorescence; also: potency is read from the fitted curve at half-maximal effect; % is scaled to controls: 0 for no effect and ±100 for the full control effect; nearly all actives have a fitted effect of over 65% in size
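IDH1-R132H (0.5 ug/mL dispensed) in pH 7.5 Tris buffer was preincubated 30 min with compound, then given a substrate mix of 0.016 mM NADPH and 2 mM alpha-KG for 80 min at room temperature; remaining NADPH was read by diaphorase/resazurin fluorescence.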
Vif-A3F inh: inhibitors of Vif-A3F interaction; actives 0.2% (n = 390,000); Potency, µM (titrated, usually from 46.1 µM), for the others: top-dose activity, negative = active; HeLa A3F-eYFP + Vif (tagged APOBEC3F with the HIV-1 protein that degrades it), YFP fluorescence increase; also: potency is read from the fitted curve at half-maximal effect; % of control where 0% means no effect; nearly all actives have a fitted effect of over 65% in size
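Fluorescence increase (Ex 488/Em 500-530) after overnight compound treatment at 37 deg C flags inhibition of Vif-driven A3F-eYFP loss in stable HeLa A3F-eYFP/Vif cells seeded overnight beforehand.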
Glioma ERSR ind: ER stress response induction in glioma. U87-MG GRP78 promoter luciferase reporter, 16 h. Potency, µM, without a hit: at the top dose activation, usual class: activators. actives 0.02% (n = 420,000); also: potency is read from the fitted curve at half-maximal effect; series mostly up to about 76 µM; % of control where 0% means no effect; nearly all actives have a fitted effect of over 35% in size
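Stably transfected U87-MG glioma cells carrying a GRP78-based luciferase sensor; 16 h compound incubation. Luminescence end-point read 10 min after Bright-Glo addition at room temperature.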
Vif-APOBEC3G blk: Vif-A3G binding inhibition; AID 602310; actives 0.076% (n = 410,000); Q9HC16; HeLa A3G-eYFP + Vif (tagged APOBEC3G with the HIV-1 protein that degrades it), YFP fluorescence, overnight; Potency, µM (doses to about 46.1 µM), for inactives: at the highest dose activity, negative = active, hits mostly inhibitors;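 also: potency is read from the fitted curve at half-maximal effect; % is scaled to controls: 0 for no effect and ±100 for the full control effect; nearly all actives have a fitted effect of over 60% in size; hits raise eYFP signal because A3G escapes Vif-driven loss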
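HeLa cells stably expressing Vif and C-terminally eYFP-tagged A3G, seeded overnight at 37 deg C, then exposed to compound by pintool overnight at 37 deg C. Rise in yellow fluorescence (Ex 488/Em 500-530, Acumen) marks blocked Vif-driven A3G degradation.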
USP1-UAF1 inh: inhibitors of human USP1/UAF1 deubiquitinase; recombinant USP1/UAF1, Ub-Rhodamine cleavage fluorescence; O94782; actives 0.23% (n = 390,000); Potency, µM (series often up to 57.1 µM), inactives show top-dose activity change, negative = inhibition, actives largely listed as inhibitors; also: potency is read from the fitted curve at half-maximal effect; % is scaled to controls: 0 for no effect and ±100 for the full control effect; nearly all actives have a fitted effect of over 60% in size; inactives centre near -12
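High-throughput fluorogenic screen: 1nM USP1/UAF1 complex, Ub-Rho substrate 150nM final, 50mM HEPES pH 7.8 with 0.5mM EDTA, 0.1 mg/ml BSA, 1mM TCEP and 0.01% Tween-20.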
PI4K2A block: inhibitors of human PI4K2A | Q9BTU6 | activity change, negative = inhibition, % at 76.9 µM | purified PI4K2A, ADP-Glo luminescence, 1 h; active compounds read low | AID 1346378 | actives 0.13% (n = 420,000); in the data active = activity change below about -50%; inconclusive = mostly about -30% to -49%;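 also: -100% = wells without enzyme as full effect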
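ADP-Glo luminescence measured ADP generated by PI4K2A enzyme (4 ug/mL before mixing) with 1.2 mM PI substrate (pre-mix) and 300 microM ATP (pre-mix). Tris pH7.5 buffer with MgCl2, Triton X-100; 1 h reaction at ambient temperature.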
TrxR1 substrate: rat thioredoxin reductase 1 substrate activity; O89049; purified TrxR1 substrate turnover, NADPH consumption readout; Potency, µM (series often up to 114 µM), for inactives: at the highest dose activity change, negative = substrate turnover; actives 0.01% (n = 390,000); AID 588456; also: potency is read from the fitted curve at half-maximal effect; % is scaled to controls: 0 for no effect and ±100 for the full control effect; nearly all actives have a fitted effect of over 50% in size
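Rat TrxR1, dispensed at 90 nM, was prereduced with 400 uM NADPH (final) for 5 min at ~22 deg C, then incubated with compound 15 min before 400 uM selenite. A first-read NADPH fluorescence drop versus no-compound background flagged substrates.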
Numbers without * were called inactive; ? = inconclusive; . = not tested or not shown; & = joins results of further samples; [ ] = another dose, or the depositor's remark. Unless noted, calls follow the shape of the dose curve; as a rule, active = well fitted curve in the direction sought with a large enough effect; inconclusive = small, poorly fitted or top-dose-only effect, or another doubt; inactive = no such curve, though single readings can be large; an effect the other way counts as inactive or inconclusive.

SMILES	LDHA block	RXFP1 agonist	IDH1 R132H inh	Vif-A3F inh	Glioma ERSR ind	Vif-APOBEC3G blk	USP1-UAF1 inh	PI4K2A block	TrxR1 substrate
O=C1N[C@@H](Cc2ccccc2)COC(=O)[C@@H](Cc2ccc(F)cc2)C/C=C\C[C@@H]1CC(=O)N(CCO)Cc1ccccc1	-3	.	-2%	2%	-2%	-12%	6%	2	-6%
Cc1cccc(NC(=O)CSc2nnc(NC(=O)Nc3ccccc3)s2)c1C	-10	0.6%	-13%	1%	-3%	3%	-15%	1	-3%[57.1 µM]
Cc1cc(Br)ccc1OCCCCNC(C)(C)C	-19	1.4%	3%	.	-3%	1%	-16%	-1	5%
COc1ccc(S(N)(=O)=O)cc1C(=O)NNC(=O)C1COc2ccccc2O1 (centres undefined)	-3	.	0%	5%	-3%	1%	-7%	3	-5%[57.1 µM]
CCN(CC)C(=O)c1cccc(-c2csc(C(C)(O)c3ccc(OC)cc3)n2)c1 (centres undefined)	-3	.	.	.	-3%	?	.	5	.
COc1cc(C(=O)OCC(=O)NCC2CCCCC2)ccc1OCC(C)C	-6	-0.6%	-5%	9%	-1%	4%	-17%	5	0%[57.1 µM]
CC(=O)NC(CC(=O)c1ccc([N+](=O)[O-])cc1)C(Cl)(Cl)Cl (centres undefined)	-4	-0.6%	0%	-1%	0%	1%	-21%	-2	-5%
O=C(Cn1c(-c2ccccn2)nc2ccccc21)NCCN1CCOCC1	3	0.4%	14%	-7%	-1%	1%	-3%	-1	60%[activator]
COC(=O)CCn1cnc2onc(-c3cc(F)cc(F)c3)c2c1=O	-1	4.6%	-12%	-5%	-3%	-2%	?	-1	-1%
O=C1CCN(C(=S)NCCc2ccccc2)CC1	-10	0.1%	15%	-11%	-2%	2%	-7%	3	-6%
CC(C)SC1=NC(C)(C)C=C(/C=C/c2c(Cl)cccc2Cl)N1	10	1.5%	8%	6%	14%	-12%	-19%	12	7%[57.1 µM]
CCc1ccc(N2CC(C(=O)N3CCN(c4ccccn4)CC3)CC2=O)cc1 (centres undefined)	-5	-0.7%	0%	5%	-4%	1%	3%	-6	12%[57.1 µM]
Cc1ccc(S(=O)(=O)N2CCC(C(=O)NCCN3CCOCC3)CC2)cc1C	-2	-1.6%	-8%	2%	0%	-2%	-2%	-1	0%
CCOc1ccc(CCN2C(=O)c3ccc(C(=O)O)cc3C2=O)cc1OCC	-17	-0.1%	1%	-2%	-4%	-7%	-25%	0	8%
Cc1ccc(C(C(=O)NC2CCCCC2)N2CCCC2)cc1 (centres undefined)	-3	-0.1%	2%	1%	0%	0%	-16%	-2	8%

Filtered by structure, those above containing fluorine.
SMILES	LDHA block	RXFP1 agonist	IDH1 R132H inh	Vif-A3F inh	Glioma ERSR ind	Vif-APOBEC3G blk	USP1-UAF1 inh	PI4K2A block	TrxR1 substrate
O=C1N[C@@H](Cc2ccccc2)COC(=O)[C@@H](Cc2ccc(F)cc2)C/C=C\C[C@@H]1CC(=O)N(CCO)Cc1ccccc1	-3	.	-2%	2%	-2%	-12%	6%	2	-6%
COC(=O)CCn1cnc2onc(-c3cc(F)cc(F)c3)c2c1=O	-1	4.6%	-12%	-5%	-3%	-2%	?	-1	-1%

Further compounds follow:
SMILES	LDHA block	RXFP1 agonist	IDH1 R132H inh	Vif-A3F inh	Glioma ERSR ind	Vif-APOBEC3G blk	USP1-UAF1 inh	PI4K2A block	TrxR1 substrate
CC1=NN(C(N)=S)C(=O)C1N=Nc1cccc(Cl)c1C (centres undefined)	0	-0.2%	-6%	6%	10%	2%	-8%	3	-12%
C=CC[C@@H](CC(=O)N(CCO)Cc1ccccc1)C(=O)N[C@H](COC(=O)[C@@H](CC=C)CC(=O)OC(C)(C)C)C(C)(C)C	1	.	-3%	0%	-5%	-13%	-22%	-3	-7%
NC(=O)CC(CC(=O)OCc1ccccc1)c1ccccc1 (centres undefined)	-1	-1.3%	-8%	-9%	-3%	1%	-13%	2	0%
Cc1nn(C(=O)c2ccco2)c(C)c1Br	-6	2.5%	7%	-5%	-4%	-4%	-26%	-14	-5%
CCN(CCCNC(=O)COc1cc(=O)n(C)c2ccccc12)c1cccc(C)c1	-1	2.1%	8%	8%	-5%	1%	-18%	4	10%
O=C(Nc1ccccc1N1CCOCC1)c1csc2c1CCCC2	-1	-0.1%	15%	-6%	0%	0%	-19%	1	-1%
CC(=O)C1=CCC(c2ccccc2)N(S(=O)(=O)c2ccccc2C)C1 (centres undefined)	2&-1	.	.	.	-4%&-4%	-5%&-8%	.	1&0	.
Cc1ccc(NCC(=O)N/N=C/c2ccncc2)cc1	-2	-0.2%	-1%	2%	-4%	-2%	-17%	4	8%[57.1 µM]
Nc1c(Cl)cc(N=Nc2ccccc2)cc1Cl	0	.	-4%	?	6%	0%	-22%	-3	-6%
Cc1[nH]n(-c2ccccc2)c(=O)c1N=O	-3	0.4%	0%	1%	-3%	1%	-17%	-4	-5%
O=C(CC1SCCNC1=O)Nc1ccc(Cl)c(Cl)c1 (centres undefined)	-7	3.3%	3%	-20%	3%	-5%	2%	4	-1%
Cc1ccc(-c2nn(-c3cccc(F)c3)cc2CN(Cc2nccn2C)C(C)C)o1	0	0.0%	5%	?	5%	-5%	-21%	3	19%
O=C(NNS(=O)(=O)c1cc(Cl)c(Cl)cc1Cl)c1cccnc1	3	-0.5%	10%	1%	-1%	-1%	-21%	-3	4%
O=C(CCCN1C(=O)c2ccccc2C1=O)Nc1ccc(S(=O)(=O)N2CCOCC2)cc1	2	0.5%	8%	2%	-5%	0%	-14%	-3	-3%
CC(=O)Nc1ccc(-c2nnc(SCC(=O)NCc3ccco3)n2C)cc1	-3&-8	0.3%	2%	-4%	-4%&-2%	1%&-5%	-11%	-1	2%[57.1 µM]
CC(=O)C1=C(O)C(=O)N(c2ccc(Br)cn2)C1c1ccccc1[N+](=O)[O-] (centres undefined)	-3	0.1%	0%	14%	0%	-11%	-13%	0	-10%
CCOc1ccc(C(=O)Nc2ccc3nc(N(CC)CC)cc(C)c3c2)cc1	-2	-0.5%	-9%	-4%	-1%	-1%	-26%	8	7%[2.29 µM]
COc1ccc(C(=O)Nc2nnc(Cc3ccc(OC)c(OC)c3)s2)c(OC)c1	-4	5.1%	-4%	4%	5%	3%	-8%	-1	1%
CC(C)(C)Cc1c(-c2cccc(Cl)c2)nc2ccc(Br)cn12	0	.	.	.	7%	?	.	-16	.
CCOC(=O)C1CCN(C(=O)c2ccc(OCC(=O)Nc3cccc(C(F)(F)F)c3)cc2)CC1	0	1.4%	-10%	-8%	-4%	1%	-12%	0	-7%
CS(=O)(=O)N1CCN(c2ccccc2NC(=O)c2ccc(-c3ccc(Br)cc3)o2)CC1	-11	0.3%	7%	-2%	1%	0%	-7%	-1	22%
CS(=O)(=O)Nc1ccc(C(=O)Nc2ccc(S(=O)(=O)N3CCCC3)cc2)cc1	-7	1.9%	2%	3%	-1%	-2%	-10%	-4	1%[57.1 µM]
CC1(C)CC(=O)C(C=NCCN2CCN(C(=O)CCl)CC2)=C(O)C1	-2	2.2%	-7%	7%	0%	-4%	-6%	5	0%
Cc1cccn2c(=O)c(C=O)c(N3CCSCC3)nc12	0	11%	-8%	-3%	1%	-3%	8%	0	-3%
Cc1cc2ncn(CC(C)C)c2cc1C	-7	0.8%	-2%	1%	1%	3%	-18%	6	0%
Cc1ccc(-n2ncc3c(NCCCN4CCOCC4)ncnc32)cc1Cl	-3	7.4%	18%	1%	-5%	4%	?	-2	0%[57.1 µM]
COC(=O)C1(CCSC)NC(c2ccc(O)cc2)C2C(=O)N(c3ccc4c(c3)OCCO4)C(=O)C21 (centres undefined)	-18	0.2%	1%	1%	-2%	0%	0%	1	4%[57.1 µM]
CC(=O)c1ccc(Oc2ncnc3sccc23)cc1	-4	2.7%	3%	15%	1%	5%	-19%	1	8%[57.1 µM]
Cc1ccc(NC(=O)C(=O)NCC2(c3ccccc3)CCCC2)cc1Cl	-2	-0.6%	-6%	-1%	-3%	1%	-5%	0	-2%
COc1ccccc1NC(=O)CC1CCCC1	-3	1.6%	8%	7%	0%	2%	-12%	-4	-5%

Part of the list above, showing only RXFP1 agonist:
| SMILES | RXFP1 agonist |
| --- | --- |
| CCOC(=O)C1CCN(C(=O)c2ccc(OCC(=O)Nc3cccc(C(F)(F)F)c3)cc2)CC1 | 1.4% |
| CS(=O)(=O)N1CCN(c2ccccc2NC(=O)c2ccc(-c3ccc(Br)cc3)o2)CC1 | 0.3% |
| CS(=O)(=O)Nc1ccc(C(=O)Nc2ccc(S(=O)(=O)N3CCCC3)cc2)cc1 | 1.9% |
| CC1(C)CC(=O)C(C=NCCN2CCN(C(=O)CCl)CC2)=C(O)C1 | 2.2% |

These rows are one share of the data; the hit share may differ from the screen's.
